BAZ2B inh: qHTS Assay for Inhibitors of BAZ2B | AlphaScreen BAZ2B-H3K14Ac peptide displacement | Potency, µM (titrated, usually from 114 µM), for the others: at the top dose activity change, negative = inhibition, usual class: inhibitors | AID 504333, 2011 | 360,000 tested, 4.4% active | Bromodomain adjacent to zinc finger domain protein 2B (Homo sapiens), Q9UIF8; further: on the % scale 0 is the no-effect control and ±100 the full control effect; nearly all actives have a fitted effect of over 60% in size
Target sequence (Q9UIF8 whole entry, looked up, the tested form may be a part): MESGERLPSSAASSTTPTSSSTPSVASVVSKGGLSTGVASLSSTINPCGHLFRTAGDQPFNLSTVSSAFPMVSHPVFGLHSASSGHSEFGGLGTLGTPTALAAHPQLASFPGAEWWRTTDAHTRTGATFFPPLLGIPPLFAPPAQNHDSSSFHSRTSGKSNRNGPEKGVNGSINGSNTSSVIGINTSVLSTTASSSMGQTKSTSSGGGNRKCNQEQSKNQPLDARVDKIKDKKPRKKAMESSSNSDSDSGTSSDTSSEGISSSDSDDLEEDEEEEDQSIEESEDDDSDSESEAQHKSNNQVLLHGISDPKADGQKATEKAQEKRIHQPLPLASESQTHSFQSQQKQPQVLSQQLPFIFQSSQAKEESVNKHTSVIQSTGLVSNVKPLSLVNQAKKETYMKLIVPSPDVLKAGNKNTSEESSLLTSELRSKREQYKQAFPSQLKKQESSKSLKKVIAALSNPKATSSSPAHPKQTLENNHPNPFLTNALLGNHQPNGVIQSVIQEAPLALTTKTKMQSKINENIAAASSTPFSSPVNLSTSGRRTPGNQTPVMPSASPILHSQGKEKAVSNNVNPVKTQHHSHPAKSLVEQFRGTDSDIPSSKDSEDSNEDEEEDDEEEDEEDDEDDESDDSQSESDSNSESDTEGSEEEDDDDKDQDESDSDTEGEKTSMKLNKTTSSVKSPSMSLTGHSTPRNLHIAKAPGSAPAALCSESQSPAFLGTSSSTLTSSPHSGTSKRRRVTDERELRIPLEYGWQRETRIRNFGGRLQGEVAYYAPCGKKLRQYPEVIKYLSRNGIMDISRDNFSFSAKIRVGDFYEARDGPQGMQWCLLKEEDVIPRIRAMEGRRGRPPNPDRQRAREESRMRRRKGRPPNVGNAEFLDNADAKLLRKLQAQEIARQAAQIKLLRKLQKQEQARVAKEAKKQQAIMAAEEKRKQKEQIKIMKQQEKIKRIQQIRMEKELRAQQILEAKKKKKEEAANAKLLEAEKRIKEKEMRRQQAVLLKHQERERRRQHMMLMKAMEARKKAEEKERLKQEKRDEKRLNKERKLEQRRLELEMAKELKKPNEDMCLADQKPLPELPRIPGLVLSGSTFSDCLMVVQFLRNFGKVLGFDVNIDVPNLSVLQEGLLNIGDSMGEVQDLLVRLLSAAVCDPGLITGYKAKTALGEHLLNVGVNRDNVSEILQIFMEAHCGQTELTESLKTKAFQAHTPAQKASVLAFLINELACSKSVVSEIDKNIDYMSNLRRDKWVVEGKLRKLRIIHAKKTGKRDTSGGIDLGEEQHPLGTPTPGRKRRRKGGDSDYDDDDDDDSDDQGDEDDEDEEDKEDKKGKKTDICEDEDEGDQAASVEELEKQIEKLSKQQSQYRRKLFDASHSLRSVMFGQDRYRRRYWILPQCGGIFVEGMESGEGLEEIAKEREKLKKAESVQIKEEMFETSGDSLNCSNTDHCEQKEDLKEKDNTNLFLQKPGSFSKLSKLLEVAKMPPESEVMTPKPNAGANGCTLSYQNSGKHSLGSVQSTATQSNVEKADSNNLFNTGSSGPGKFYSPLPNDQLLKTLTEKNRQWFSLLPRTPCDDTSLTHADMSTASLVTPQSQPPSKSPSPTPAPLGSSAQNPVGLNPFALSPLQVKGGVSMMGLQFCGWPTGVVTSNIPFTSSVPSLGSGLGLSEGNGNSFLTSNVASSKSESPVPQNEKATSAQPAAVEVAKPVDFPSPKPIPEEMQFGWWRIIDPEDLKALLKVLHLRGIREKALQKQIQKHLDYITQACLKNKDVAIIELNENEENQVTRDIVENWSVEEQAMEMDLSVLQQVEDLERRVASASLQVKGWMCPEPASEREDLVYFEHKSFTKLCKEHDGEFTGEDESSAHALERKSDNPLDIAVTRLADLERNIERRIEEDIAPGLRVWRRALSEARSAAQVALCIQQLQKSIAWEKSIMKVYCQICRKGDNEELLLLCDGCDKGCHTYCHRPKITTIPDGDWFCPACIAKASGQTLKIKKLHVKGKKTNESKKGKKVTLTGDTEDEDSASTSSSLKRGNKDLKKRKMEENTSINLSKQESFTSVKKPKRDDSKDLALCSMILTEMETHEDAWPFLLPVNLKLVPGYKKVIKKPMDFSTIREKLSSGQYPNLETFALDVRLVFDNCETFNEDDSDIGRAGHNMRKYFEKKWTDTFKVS
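AlphaScreen displacement: compounds (up to 110uM) incubated 30 min at room temperature with a preformed 50 nM BAZ2B/50 nM biotinylated H3K14Ac peptide complex in PBS pH 7.4 with Tween-20. Donor and acceptor beads at 10 ug/mL final added, 20 min light-protected before reading.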
POLB inh: qHTS Assay for Inhibitors of DNA Polymerase Beta; Pol beta primer extension/strand displacement, fluorescence kinetic; P06746; AID 485314, 2010; 340,000 tested, 1.3% active; Potency, µM (top dose mostly 114 µM), without a hit: top-dose activity change, negative = inhibition, hits mostly inhibitors; further: on the % scale 0 is the no-effect control and ±100 the full control effect
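Preincubation: enzyme (10 nM) with compound, 15 min, RT. Reaction: substrate added to 50 nM final. Reads: 0 and 10 min. Analysis: normalized, Hill fit.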
Pol kappa inh: qHTS for Inhibitors of Polymerase Kappa; DNA polymerase kappa (Homo sapiens), Q9UBT6; purified Pol kappa, fluorescent DNA synthesis assay, 10 min; Potency, µM (top dose mostly 107 µM), for inactives: at the highest dose activity, negative = inhibition, most hits filed as inhibitors; 400,000 tested, 0.53% active; AID 588579, 2011; further: on the % scale 0 is the no-effect control and ±100 the full control effect
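Here, compound and 10 nM enzyme are combined for 15 min at room temperature; adding 50 nM substrate (final) starts DNA synthesis, tracked by fluorescence at 0 and 10 min against buffer-only wells.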
JMJD2A Tudor: qHTS Assay for Inhibitors of JMJD2A-Tudor Domain. Lysine-specific demethylase 4A (Homo sapiens), O75164. AlphaScreen JMJD2A-Tudor / H3K4me3 peptide binding. Potency, µM (series often up to 114 µM), without a hit: at the top dose activity change, negative = inhibition, hits mostly inhibitors. 390,000 tested, 4.4% active. AID 504339, 2011; further: on the % scale 0 is the no-effect control and ±100 the full control effect; nearly all actives have a fitted effect of over 50% in size
BLM inh: qHTS Assay for Inhibitors of Bloom's syndrome helicase (BLM) | 350,000 tested, 0.2% active | recombinant BLM DNA unwinding, fluorescence dequenching | Potency, µM (titrated, usually from 56.1 µM), without a hit: at the highest dose activity change, negative = inhibition, most hits filed as inhibitors;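 further: plate controls were vehicle for no effect and no enzyme for full effect; nearly all actives have a fitted effect of over 35% in size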
POLH inh: qHTS for Inhibitors of Polymerase Eta | recombinant Pol eta, fluorescent DNA replication assay | Potency, µM (top dose mostly 114 µM), without a hit: top-dose activity change, negative = inhibition, hits mostly inhibitors | 390,000 tested, 1.2% active | AID 588591, 2011; further: on the % scale 0 is the no-effect control and ±100 the full control effect
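Pol eta at 10 nM preincubated with compounds 15 min at room temperature; reaction started with fluorescent substrate (50 nM final) and read kinetically at 0 and 10 min.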
POLI inh: qHTS for Inhibitors of Polymerase Iota | Pol iota fluorescent replication assay, 10 min | Potency, µM (doses to about 115 µM), for the others: at the top dose activity, negative = inhibition, usual class: inhibitors | 390,000 tested, 1% active | AID 588590, 2011
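Pol iota at 10 nM preincubated 15 min with compounds at room temperature; reaction started with fluorescent substrate, 50 nM final. Fluorescence read kinetically at 0 and 10 min; buffer-only wells as negative control.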
G9a inh: qHTS Assay for Inhibitors of Histone Lysine Methyltransferase G9a | 350,000 tested, 8.8% active | Potency, µM (highest dose often 102 µM), for inactives: top-dose activity, negative = inhibition, most hits filed as inhibitors | G9a H3K9 monomethylation, AlphaScreen, 2 h | Histone-lysine N-methyltransferase EHMT2 (Homo sapiens), Q96KQ7 | AID 504332, 2011; further: on the % scale 0 is the no-effect control and ±100 the full control effect; nearly all actives have a fitted effect of over 75% in size
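G9a (20 nM) was preincubated 15 min with compound, then reacted 2 h at room temperature with 500 nM biotin-H3K9 peptide and 20 µM SAM. Monomethyl-H3K9 detected by AlphaScreen using anti-H3K9me1 antibody.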
APEX1 inh: qHTS Assay for Inhibitors of the Human Apurinic/apyrimidinic Endonuclease 1 (APE1); 350,000 tested, 0.35% active; Potency, µM (titrated, usually from 65.8 µM), for inactives: top-dose activity change, negative = inhibition, usual class: inhibitors; DNA repair nuclease/redox regulator APEX1 (Homo sapiens), P27695; recombinant APE1, TAMRA/BHQ-2 abasic DNA cleavage fluorescence;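 further: plate controls were vehicle for no effect and reference inhibitor for full effect; nearly all actives have a fitted effect of over 55% in size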
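Step 1: APE1 (0.75 nM) with compound, 15 min RT. Step 2: add 50 nM fluorophore/quencher THF duplex. Step 3: three fluorescence reads 60 s apart (525/598 nm); read 3 minus read 1 = reaction progress.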
Active calls of the source: *; ? = inconclusive; . = no result given; [ ] = dose if it differs, or a comment. The call rests on the fitted dose curve; in most records, active means well fitted curve in the direction sought with a large enough effect; inconclusive means small, poorly fitted or top-dose-only effect, or another doubt; inactive means no such curve, though single readings can be large; an effect the other way counts as inactive or inconclusive. Potency means the concentration at half of the fitted maximal effect. The list is partial; count on the stated rates, not on these rows.

#	compound	BAZ2B inh	POLB inh	Pol kappa inh	JMJD2A Tudor	BLM inh	POLH inh	POLI inh	G9a inh	APEX1 inh
1	NS(=O)(=O)c1ccc(CCNS(=O)(=O)c2cccc3cccnc23)cc1	-19%	-20%	-10%	-10%	-4%	-15%	33%	0%	56%[activator]
2	CCOc1ccc(NC(=O)/C(=C\c2ccc(OC(C)=O)c(OC)c2)NC(C)=O)cc1	-6%	33%	-7%	-9%	-5%	-17%	253%[activator]	-18%[59 µM]	0%
3	Cc1ccc(C(CC(=O)O)NC(=O)c2ccc(S(=O)(=O)N3CC(C)OC(C)C3)cc2)cc1 (stereo not given)	7%	.	4%	-9%	.	-8%	14%	15%[12.7 µM]	-4%
4	C/C=C1\NC(=O)[C@H](C)NC(=O)[C@@H](NC(=O)[C@@H](Cc2ccc(O)cc2)NC(=O)[C@@H](NC(=O)/C(C)=C/C)C(C)C)[C@@H](C)OC(=O)[C@H](CCCCc2ccc(O)cc2)NC(=O)[C@@H](CCC(=O)O)NC1=O	.	.	1%	-18%	.	-13%	11%	.	9%
5	COC(=O)Cn1c(=N)n(CCN2CCCCC2)c2ccccc21	6%	-2%	-11%	-18%	2%	-13%	15%	.	-1%
6	CC1CCC2(CC1)NC(=O)N(NC(=O)C1CCN(C(=O)c3ccc(Cl)cc3)CC1)C2=O (stereo not given)	-1%	.	4%	-6%	.	-20%	66%[activator]	6%[0.501 µM]	14%
7	COc1cccc(CNC(=O)Cc2csc3nc(-c4ccccc4)cn23)c1	?	1%	-6%[60.1 µM]	-23%	2%	-16%	25%	5%[59 µM]	.
8	O=C(Nc1ccn(CC(=O)N2CCN(c3ccccn3)CC2)c(=O)n1)OCc1ccccc1	-32%	.	1%	-2%	.	-7%	-12%	-13%[0.501 µM]	5%
9	CCC(C)N(C(=O)CSc1nc2ccc(OC)cc2[nH]1)C1CCS(=O)(=O)C1 (stereo not given)	8%	.	-1%	-9%	.	-12%	19%	40µM*	11%
10	COc1ccc(NC(=O)[C@@H]2CCCN2C(=O)c2cccs2)cc1S(=O)(=O)N1CCCCC1	10%	.	5%	-7%	.	-15%	25%	2%[59 µM]	11%
11	CCCCCCOc1ccc(/C(C)=N/NC2=NCCN2)cc1[N+](=O)[O-]	-30%	-1%	-2%	?	-1%	-9%	-4%	?	-6%
12	N#CCCN(C(=O)COC(=O)CSc1ccc(Cl)cc1)c1ccccc1	.	.	-15%	4%	.	-22%	41%[activator]	.	-6%
13	COCCCNC(=S)N/N=C/c1ccc2c(c1)OCO2	-16%	40%	9%	-6%	-3%	-21%	29%	2%	-2%
14	CCOc1ccccc1N1CC(C(=O)Nc2cc(Cl)ccc2C)CC1=O (stereo not given)	-8%	10%	-25%	-6%	1%	-15%	165%[activator]	10%	-6%
15	COc1ccccc1NC(=O)CN(c1cc(C)cc(C)c1)S(=O)(=O)c1c(C)[nH]c(=O)[nH]c1=O	-13%	12%	-2%	-8%	0%	-13%	-2%	2%[59 µM]	.
16	CC(=O)Cn1c(CN2CCCC2)nc2ccccc2c1=O	0%	0%	-4%	-16%[57.1 µM]	0%	-20%	59%[activator]	-3%	-2%
17	COc1ccc(C(=O)N/C(=C/c2cccnc2)C(=O)N2CCN(C)CC2)cc1OC	-3%	21%	-8%	-5%	1%	11%	35%[activator]	21%[0.0925 µM]	-2%
18	O=C(Nc1nc(-c2ccccc2)ns1)c1ccncc1	3%	-11%	-2%	-18%[11.4 µM]	-2%	-17%	?	.	14%
19	Cc1ccc2nc3ccc(N4CCCC4)nn3c(=O)c2c1	-1%	20%	-11%	3%	3%	-16%	0%	10%[59 µM]	-4%
20	Cc1cccc(NC(=O)CSc2nccn2C)c1	.	.	-5%	8%	.	-17%	-1%	.	.
21	N#Cc1c(NC(=O)c2cnn3cccnc23)sc2c1CCCC2	-16%	-12%	-11%	-7%	-5%	0%	?	40µM*	-1%
22	Cc1cc(C)cc(OCC(=O)OCC(=O)Nc2cc(S(=O)(=O)N3CCOCC3)ccc2C)c1	1%	.	-9%	-13%	.	-25%	4%	14%[59 µM]	-6%
23	Cn1c(=O)c2c(nc(NCCCN3CCOCC3)n2Cc2ccc(Cl)cc2Cl)n(C)c1=O	8%	-3%	.	.	3%	.	.	-11%[59 µM]	1%
24	NC(=O)CSc1nc(O)cc(=O)n1-c1ccccc1	12%	14%	-8%	10%[57.1 µM]	-4%	-11%	-4%	14%[59 µM]	-2%
25	Cc1cc(NC(=O)c2cc(S(=O)(=O)N3CCCCC3)ccc2C)no1	.	.	?	-33%	.	22µM*	?	.	?
26	COc1ccc(C)cc1NC(=O)Cc1c(C(=O)O)n(C)c2ccccc12	-8%	-16%	-5%	-17%	-2%	3%	6%	13%	10%
27	Cn1c(=O)n(Cc2ccc(F)cc2)c(=O)c2c1nc1n2CCN1Cc1ccco1	?	-3%	-5%	-8%	-3%	-22%	63%[activator]	0%[59 µM]	21%
28	C/C(CC(=O)NC1CCCC1)=N\NC(=O)Cc1cccs1	-5%	25%	-1%	-8%	0%	-7%	-1%	-17%	0%
29	COc1ccc(C(=O)COC(=O)c2nn(C)cc2Cl)cc1	-15%	5%	-11%	-8%	-1%	6%	18%	-5%	8%
30	Cc1ccc(Nc2nc(N)c([N+](=O)[O-])c(N3CCOCC3)n2)cc1C	-15%	25%	-10%	?	-2%	-14%	21%	?	3%
31	CC1CCc2[nH]nc(C(=O)O)c2C1 (stereo not given)	?	8%	6%	32µM*	-2%	-3%	0%	28µM*	-1%
32	O=C(CS(=O)(=O)c1ccccc1)Nc1cccnc1	-15%	4%	1%	-15%	2%	-15%	118%[activator]	3%	4%
33	COc1ccc(NC(=O)/C(Cl)=C(/Cl)S(=O)Cc2ccc(Cl)cc2)cn1 (stereo not given)	-15%	?	-6%	-28%	-17%	?	?	11µM*	9%
34	COC(=O)Cn1c(O)c(N=NC(=O)CNC(=O)c2ccncc2)c2ccccc21	-28%	26%	6%	-10%	1%	-9%	15%	-9%	51%[activator]
35	Cc1ccccc1NC(=O)Cc1cccc(C(F)(F)F)c1	-3%	-23%	-12%	-6%	0%	13%	101%[activator]	4%	4%
36	NS(=O)(=O)c1ccc(CCNC(=O)C2COc3ccccc3C2)cc1 (stereo not given)	-9%	-1%	-4%[60.1 µM]	-12%	3%	-5%	-12%	-8%[59 µM]	.
37	CNc1snc(C)c1C(=O)OCC(=O)N(C)c1ccccc1	-1%	.	-1%	2%	.	-6%	7%	1%[59 µM]	28%
38	COc1ccc(Br)cc1C(=O)Nc1ccccc1N1CCN(C(=O)c2ccccc2)CC1	-12%	20%	-21%	?	-17%	-6%	107%[activator]	-1%[59 µM]	8%
39	Oc1cccc(-c2nc3c4c(ncn3n2)-c2ccccc2CC42CCCC2)c1	-30%	4%	-10%	-31%	-15%	-14%	-11%[58.9 µM]	-7%	-2%
40	CC(C)NC(=NCc1ccc(Cl)cc1Cl)Nc1ccccc1	-11%	6%	-7%	-13%	-2%	-16%	-17%	-4%	57%[activator]
41	CN(C)CCNS(=O)(=O)c1ccc(Cl)cc1	7%	-21%	-2%	-2%[11.4 µM]	-2%	-14%	-4%	?	4%
42	Cc1cc(Cl)ccc1C(=O)C1CCCN(C(=O)c2nonc2C)C1 (stereo not given)	7%	-5%	-5%	33%	-6%	-25%	56%[activator]	50%	-11%
43	Cc1cc(SCC(=O)NN=C2CCN(C(C)C)CC2)c(C)cc1Br	-3%	20%	-20%	-17%	-10%	-9%	7%	17%[59 µM]	3%
44	COc1cc(C2CC(=O)NC3=C2C(=O)CC(C)(C)C3)cc(OC)c1O (stereo not given)	3%	5%	-18%	-21%	-2%	-11%	-3%	18%[59 µM]	2%
45	CC(=O)N1CCCc2cc(S(=O)(=O)Nc3ccc(C)c(F)c3)ccc21	6%	-2%	-5%[60.1 µM]	-1%	-2%	-20%	13%	5%[59 µM]	.

Profiles, quoted from the list.
Cc1cc(SCC(=O)NN=C2CCN(C(C)C)CC2)c(C)cc1Br as listed: BAZ2B inh: -3%; POLB inh: 20%; Pol kappa inh: -20%; JMJD2A Tudor: -17%; BLM inh: -10%; POLH inh: -9%; POLI inh: 7%; G9a inh: 17%[59 µM]; APEX1 inh: 3%
CC(C)NC(=NCc1ccc(Cl)cc1Cl)Nc1ccccc1 as listed: BAZ2B inh: -11%; POLB inh: 6%; Pol kappa inh: -7%; JMJD2A Tudor: -13%; BLM inh: -2%; POLH inh: -16%; POLI inh: -17%; G9a inh: -4%; APEX1 inh: 57%[activator]

Next results:
#	compound	BAZ2B inh	POLB inh	Pol kappa inh	JMJD2A Tudor	BLM inh	POLH inh	POLI inh	G9a inh	APEX1 inh
46	COc1cccc(C2CC(=O)Nc3cc(OC)c(OC)c(OC)c32)c1OC(C)C (stereo not given)	-19%	-17%	2%	-23%	-4%	-20%	14%	-13%[59 µM]	.
47	Cn1c(CCNS(=O)(=O)c2ccc(F)cc2)nnc1SCc1cccnc1	-24%	3%	-2%	14%	-3%	-22%	88%[activator]	-19%	51%
48	COc1ccc(NC(=O)COc2ccc(S(=O)(=O)NC3CCCCC3)cc2)c(OC)c1	2%[57.1 µM]	-2%	-14%	0%	-4%	-19%	20%	6%[59 µM]	.
49	COc1cc(SC)ccc1C(=O)Nc1ccccc1C#N	5%	5%	-12%	10%[57.1 µM]	-3%	-4%	4%	-2%[59 µM]	-1%
50	CC(=O)N1N=C(c2ccccc2)OC1c1ccc([N+](=O)[O-])s1 (stereo not given)	?	?	-22%	-31%	5%	?	?	-1%[59 µM]	?
51	Cc1ccc(C)c(N2CCN(c3nnnn3-c3ccccc3)CC2)c1	4%	-1%	-4%	6%	-7%	-18%	?	15%[2.33 µM]	-5%
52	O=C(Cn1c(C(F)(F)F)nc2ccccc21)N1CCCC1	8%	9%	-13%	-17%	0%	10%	0%	-8%	-3%
